Compound activity (PubChem BioAssay)
FLuc modulator – counter-screen for miR-21 project: firefly luciferase inhibitors or activators | purified FLuc, Km substrates, luminescence inhibition | Potency, µM (doses to about 57.5 µM), for the others: at the highest dose activity change, negative = inhibition, most hits filed as inhibitors | hit rate 6.9% among 360,000 | AID 588342;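 also: potency is read from the fitted curve at half-maximal effect; plate controls were vehicle for no effect and reference inhibitor for full effect; nearly all actives have a fitted effect of over 55% in size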
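Purified P. pyralis luciferase (10nM final) with 10uM D-luciferin and 10uM ATP (Km levels) in 50mM Tris acetate pH 7.5, 10mM Mg acetate, 0.01% Tween-20, 0.05% BSA; qHTS 6-point titration, ~60 µM downward; luminescence read.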
PKM2 activator – activators of human pyruvate kinase M2; Potency, µM (titrated, usually from 57.5 µM), for inactives: top-dose activation, most hits filed as activators; hit rate 0.34% among 260,000; purified PKM2, Kinase-Glo ATP luminescence, activation; response scale: 0% is enzyme alone, no compound; AID 1631; P14618; also: potency is read from the fitted curve at half-maximal effect; % is scaled to controls: 0 for no effect and ±100 for the full control effect; nearly all actives have a fitted effect of over 55% in size
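hPK-M2, >95% pure; 0.1 mM ADP / 0.5 mM PEP final; imidazole pH7.2 buffer w/ 7 mM MgCl2, 50 mM KCl; 1 h RT; Kinase-Glo lum. Intermediate enzyme activity for dual inhibitor/activator qHTS.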
Rab9 promoter act – activators of Rab9 promoter; hit rate 2.8% among 320,000; Huh7 Rab9 promoter-luciferase reporter, luminescence, 24 h; Potency, µM (doses to about 9.22 µM), without a hit: at the highest dose activation, negative = inhibition, usual class: activators; also: potency is read from the fitted curve at half-maximal effect; % of control where 0% means no effect; nearly all actives have a fitted effect of over 60% in size
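Using Huh7 cells stably transfected with Rab9 promoter–luciferase, compounds were incubated 24 h at 37 °C, 5% CO2; luciferase luminescence was read 10 min after reagent addition.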
Menin MLL FP TR – displaces Texas Red mutant MLL peptide from human menin | Potency, µM (doses to about 61.6 µM), without a hit: at the highest dose FP activity change, negative = inhibition, actives largely listed as inhibitors | Menin + Texas Red MLL mutant peptide, fluorescence polarization | O00255 | AID 1768 | hit rate 0.23% among 270,000; active = well fitted inhibition curve with a large enough effect in the polarisation, with a control signal flat, not every such curve was filed as active; inconclusive = small, poorly fitted or top-dose-only effect, or effect the other way, or a change in a side signal; inactive = no such curve, though single readings can be large or run the other way; the % refers to the polarisation; also: potency is read from the fitted curve at half-maximal effect; % of control where 0% means no effect; many of its hits are not listed in these tables
Target sequence (O00255 whole entry, looked up): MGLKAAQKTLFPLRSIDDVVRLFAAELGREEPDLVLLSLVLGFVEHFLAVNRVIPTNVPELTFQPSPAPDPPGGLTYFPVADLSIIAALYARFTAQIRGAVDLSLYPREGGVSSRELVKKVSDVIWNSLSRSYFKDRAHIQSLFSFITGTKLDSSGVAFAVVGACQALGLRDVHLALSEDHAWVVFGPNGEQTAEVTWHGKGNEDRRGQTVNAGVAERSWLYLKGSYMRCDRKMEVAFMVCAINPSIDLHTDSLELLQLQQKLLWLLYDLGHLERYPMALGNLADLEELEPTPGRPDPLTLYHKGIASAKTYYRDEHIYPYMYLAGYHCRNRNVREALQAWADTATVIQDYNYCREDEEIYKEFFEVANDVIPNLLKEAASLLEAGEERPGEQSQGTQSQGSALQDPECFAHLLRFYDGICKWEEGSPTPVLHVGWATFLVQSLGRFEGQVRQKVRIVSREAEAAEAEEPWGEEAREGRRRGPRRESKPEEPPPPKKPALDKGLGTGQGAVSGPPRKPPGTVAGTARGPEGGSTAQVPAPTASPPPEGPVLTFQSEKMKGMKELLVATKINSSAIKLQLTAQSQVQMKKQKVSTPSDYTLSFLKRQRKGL
Giardia killer – kills Giardia lamblia; hit rate 0.15% among 340,000; Giardia lamblia trophozoite viability; activity change, % at 7.66 µM, hits read low; in the data active = activity change below about -80%; inconclusive = between about -30% and that limit;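 also: parasites exposed to compound for two days anaerobically before the ATP read; % is scaled to controls: 0 for no effect and ±100 for the full control effect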
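Trophozoites 100 cells/well + cpd; 48 hrs, 37 deg C, anaerobic. ATPLite 1-Step added, 15-30 min RT, luminescence read (ATP-based viability).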
ELG1 genotoxic – inducers of genotoxicity in HEK293T ELG1-luciferase cells. HEK293T ELG1-luciferase reporter, luminescence, 16 h. Potency, µM (doses to about 46 µM), for inactives: at the top dose activity change, positive = activation, usual class: activators. hit rate 1.3% among 330,000. AID 504466; also: potency is read from the fitted curve at half-maximal effect; % of control where 0% means no effect; nearly all actives have a fitted effect of over 60% in size
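Screening used a luciferase reporter fused to human ELG1 in HEK293T cells. Luminescence was read on a CCD plate imager after 16 hr exposure and 30 min ONE-Glo incubation.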
BRCA1 expr up – BRCA1 expression activation; MCF7-BRCA1-FFLuc reporter, luminescence, 48 h; response scale: scaled: vehicle 0%, 10 µM genistein 100%; Potency, µM (titrated, usually from 46.1 µM), for the others: at the highest dose activation, most hits filed as activators; hit rate 1.1% among 380,000; AID 624202; also: potency is read from the fitted curve at half-maximal effect; nearly all actives have a fitted effect of over 80% in size; some results filed as inactive show a strong effect at the top dose
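Luminescence from a BRCA1-driven firefly luciferase in MCF7 cells was the read-out, taken 15 min after substrate addition following 48 h compound exposure at 37 °C. Data were normalized to a 10 microM genistein control and DMSO vehicle.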
VP16 counter – Gal4-VP16 reporter inhibition counter-screen; Potency, µM (titrated, usually from 53.6 µM), for inactives: at the top dose activity, negative = inhibition, most hits filed as inhibitors; hit rate 3.5% among 310,000; Drosophila S2 Gal4-VP16 UAS-luciferase, luminescence, 20 h;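 also: Gal4-VP16 expression switched on by copper sulfate through the metallothionein promoter; potency is read from the fitted curve at half-maximal effect; % is scaled to controls: 0 for no effect and ±100 for the full control effect; nearly all actives have a fitted effect of over 50% in size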
RORg inh – ROR gamma (mouse) transcription inhibition; hit rate 5.4% among 310,000; Potency, µM (series often up to 53.6 µM), for inactives: at the highest dose activity change, negative = inhibition, usual class: inhibitors; Drosophila S2 Gal4-RORgamma UAS-luciferase reporter, 20 h; also: potency is read from the fitted curve at half-maximal effect; % is scaled to controls: 0 for no effect and ±100 for the full control effect; nearly all actives have a fitted effect of over 60% in size
Target sequence (P51450 whole entry, looked up, the tested form may be a part): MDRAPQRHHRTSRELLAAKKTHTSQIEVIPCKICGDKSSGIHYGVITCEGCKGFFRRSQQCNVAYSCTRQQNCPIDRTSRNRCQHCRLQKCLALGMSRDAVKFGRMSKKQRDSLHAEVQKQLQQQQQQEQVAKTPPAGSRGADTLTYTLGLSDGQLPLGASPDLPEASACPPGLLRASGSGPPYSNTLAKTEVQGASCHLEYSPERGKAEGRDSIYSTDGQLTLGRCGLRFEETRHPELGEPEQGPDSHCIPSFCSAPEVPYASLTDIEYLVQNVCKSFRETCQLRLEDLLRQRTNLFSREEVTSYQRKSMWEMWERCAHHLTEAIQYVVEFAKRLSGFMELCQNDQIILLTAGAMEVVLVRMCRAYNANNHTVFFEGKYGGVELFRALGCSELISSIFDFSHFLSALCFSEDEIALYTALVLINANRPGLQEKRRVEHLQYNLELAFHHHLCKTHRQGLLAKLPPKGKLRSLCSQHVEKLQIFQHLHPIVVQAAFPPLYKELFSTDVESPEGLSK
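Drosophila Schneider cells stably carrying a metallothionein-driven Gal4 DBD–ROR gamma fusion and a UAS-Photinus luciferase reporter were exposed to compound for 1 hr, then induced with copper sulfate (700 uM final) for 20 hr at ambient temperature before luminescence reading.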
NPC1 promoter act – activators of NPC1 promoter. Huh7 NPC1 promoter luciferase reporter, 24 h. Potency, µM (titrated, usually from 9.22 µM), for the others: at the highest dose activation, most hits filed as activators. hit rate 2.4% among 320,000. AID 485313;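 also: potency is read from the fitted curve at half-maximal effect; % of control where 0% means no effect; nearly all actives have a fitted effect of over 60% in size; reporter is driven by a mutant NPC1 promoter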
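Cells: Huh7 expressing luciferase under the NPC1 promoter, 1500/well. Seeded 2 h, compound added, incubated 24 h at 37 °C. Luciferase reagent, 10 min ambient, then luminescence.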
p53 reactivator – mutant p53 re-activation in reporter cells. H1299 p53-A138V BP100-luciferase reporter, luminescence, 24 h. Potency, µM (top dose mostly 92.2 µM), inactives show top-dose activity change, positive = activation, hits mostly activators. hit rate 0.063% among 320,000; also: potency is read from the fitted curve at half-maximal effect; % of control where 0% means no effect; nearly all actives have a fitted effect of over 45% in size
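H1299 (p53-null), stable ts p53-A138V + BP100-Luc; 1000 cells/well, Opti-MEM/10% FBS; cpd 4 pt, 1:5; 24 h, 37 deg C, 5% CO2; detection reagent 10 min RT; luminescence.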
Starred values were filed as active, the others as inactive; ? = inconclusive; . = not tested or not shown; [ ] = dose if it differs, or a comment. Unless noted, calls follow the shape of the dose curve; as a rule, active = well fitted curve in the direction sought with a large enough effect; inconclusive = small, poorly fitted or top-dose-only effect, or another doubt; inactive = no such curve, though single readings can be large; an effect the other way counts as inactive or inconclusive.

SMILES | FLuc modulator | PKM2 activator | Rab9 promoter act | Menin MLL FP TR | Giardia killer | ELG1 genotoxic | BRCA1 expr up | VP16 counter | RORg inh | NPC1 promoter act | p53 reactivator
N=c1c2c(ncn1Cc1ccco1)Oc1ccc3ccccc3c1C2c1ccccc1 (configuration not stated) | -5% | -3% | -5% | -1% | -8 | -2% | -82%[inhibitor] | -16% | -27% | -4% | 12%
Cc1ccc(C(=O)C(C)OC(=O)C2CC(=O)N(C3CCCCC3)C2)cc1 (configuration not stated) | -26% | -9% | 0% | -29% | 6 | 1% | -1% | 1% | -8% | -1% | 8%
COc1ccccc1NC(=O)c1ccc(NC(=O)CSc2ncn[nH]2)cc1 | 2% | -4% | -4% | -21% | 22 | 3% | 61% | -4% | 28% | -3% | 5%
CC(=O)c1cccc(NC(=S)NC2CC2)c1 | 1% | -2% | -2% | -10% | 2 | 0% | 21% | -4% | -18% | -1% | 8%
CCCOc1ccc(C(=O)c2nc3c(n2O)CCCC3)cc1 | -1% | 0% | -2% | 8% | 2 | 3% | -1%[1.84 µM] | ? | ? | -2% | ?
O=C(CN1C(=O)NC2(CCCCC2)C1=O)N1CCN(S(=O)(=O)c2ccc(F)c(F)c2F)CC1 | -1% | . | -1% | . | 0 | 3% | -3% | . | . | 3% | 0%
COc1cc(S(=O)(=O)N(Cc2ccccc2)CC2CCCO2)ccc1-n1cnnn1 (configuration not stated) | 1% | 0% | -1% | -22% | 2 | 4% | -14% | -8% | 18% | -6% | 5%
COc1cc2ccccc2cc1C(=O)N/N=C/c1ccc2c(c1)OCO2 | ? | 1% | -20% | . | -3 | -4% | -23% | -7% | 25% | -28% | -1%
CCC1=NN(C(=O)CCc2ccccc2)C(O)(C(F)(F)F)C1 (configuration not stated) | 1% | -5% | -4% | -27% | -10 | 0% | 3% | ? | 13µM* | -1% | 3%
CCOC(=O)C1=C(C)Nc2ccccc2N/C1=N\S(=O)(=O)c1cccc(Cl)c1 | 7% | . | 4% | . | -27 | -4% | -17% | . | . | 2% | -2%
O=c1c2c(nc3c(-c4ccc(Cl)cc4)c[nH]n13)CCCC2 | -2% | 16% | -27% | 2% | -7 | -11% | -94% | 6.3µM* | 2.2µM* | -35%[inhibitor] | 8%
O=C(NCc1ccccc1)c1cncc(Br)c1 | -6% | 8% | -2% | 1% | 13 | -13% | 7% | 2% | 7% | 1% | 0%
CN(C)S(=O)(=O)c1ccc(Cl)c(NC(=O)COC(=O)CCSc2ccccc2)c1 | ? | -8% | 8% | 37%[activator] | 10 | 0% | 6% | -8% | -18% | 0% | 7%
CC(C)c1ccc(NC(=O)CNC(=O)Cn2cnc3ccccc3c2=O)cc1 | -7% | 3% | 1% | 2% | 2 | -6% | -2% | -3% | 7% | -7% | -5%
Cc1occc1-c1nnc(SCC(=O)N2CCOCC2)n1CCc1ccccc1 | -1% | 2% | -4% | 18% | ? | -1% | 8% | -6% | -8% | 4% | 1%

An excerpt from above with just FLuc modulator and Giardia killer:
SMILES	FLuc modulator	Giardia killer
COc1cc(S(=O)(=O)N(Cc2ccccc2)CC2CCCO2)ccc1-n1cnnn1 (configuration not stated)	1%	2
COc1cc2ccccc2cc1C(=O)N/N=C/c1ccc2c(c1)OCO2	?	-3
CCC1=NN(C(=O)CCc2ccccc2)C(O)(C(F)(F)F)C1 (configuration not stated)	1%	-10
CCOC(=O)C1=C(C)Nc2ccccc2N/C1=N\S(=O)(=O)c1cccc(Cl)c1	7%	-27
O=c1c2c(nc3c(-c4ccc(Cl)cc4)c[nH]n13)CCCC2	-2%	-7

Next part:
SMILES | FLuc modulator | PKM2 activator | Rab9 promoter act | Menin MLL FP TR | Giardia killer | ELG1 genotoxic | BRCA1 expr up | VP16 counter | RORg inh | NPC1 promoter act | p53 reactivator
Cc1cccc(-n2c(SCC(=O)NCc3ccco3)nnc2-c2ccco2)c1 | 2% | -1% | -5% | -2% | -16 | -1% | 5% | 1% | 44% | -1% | -16%
COc1ccccc1N1CCN(C(=O)c2cc(=O)c3c(C)cc(C)cc3o2)CC1 | -15% | . | -3%[1.84 µM] | ? | 8 | -6% | 5% | 1% | 25% | -7% | 0%
CCOC(=O)c1csc(NC(=O)CCSc2ccccc2)n1 | 0% | -1% | 0% | 0% | -7 | -5% | -23% | -5% | 28% | -1% | 0%
Cc1nonc1C(=O)N/N=C/c1cc2c(cc1Br)OCO2 | ? | -9% | -1% | 10% | -24 | 2% | 32% | -20% | -6% | -2% | 7%
C=CCOC(=O)c1cn(CC)c2nc(C)ccc2c1=O | 2% | -4% | -1% | -12% | -30 | -5% | -13% | 5%[10 µM] | -1% | -3% | -2%
O=C(CN1CCc2ccccc21)NC(=O)NCc1ccco1 | 0% | 3% | -1% | -6% | -11 | 0% | -22% | -14% | ? | -1% | 8%
O=C(Nc1ccc(S(=O)(=O)Nc2ncccn2)cc1)C1CC(=O)N(c2ccc(Cl)cc2)C1 (configuration not stated) | 0% | . | 4% | . | -3 | 5% | -4% | 1% | 9% | 0% | 2%
c1ccc(C2CNCCc3ccccc32)cc1 (configuration not stated) | 0% | . | -4% | -9% | -16 | -7% | -6% | -7% | 18% | -1% | -1%
O=C(NCCc1c[nH]c2ccccc12)c1ccc(F)cc1F | 12µM* | 3% | ? | 6% | -9 | ? | 4µM* | ? | ? | ? | ?
CC(=O)Nc1ccccc1Sc1ccccc1 | 3% | -7% | -5% | 26% | 3 | 4% | 0% | . | -1%[0.365 µM] | -2% | ?
O=C(NCCc1ccccc1)/C(=N\O)c1ccccc1 | 15µM* | -3% | 4µM* | -6% | 11 | ? | 1.3µM* | -9% | 11% | 3.2µM* | ?
CCn1c(=O)cc(SCC(=O)NCc2ccc(C)o2)c2ccccc21 | 3% | ? | -1% | 0% | 4 | 18% | -69% | -1% | 3% | -2% | 1%
O=C(/C=C/c1ccccc1[N+](=O)[O-])N1CCN(c2ccccc2F)CC1 | -4% | -2% | -1% | 0% | -10 | 6% | 14% | ? | 26% | 0% | -3%
CC1=CC(c2ccccc2)n2nnnc2N1 (configuration not stated) | 3% | 12% | 0% | . | 10 | -3% | 3% | 1% | 1% | 1% | -2%
CCC(C(=O)NC1CCCC1)N(C(=O)Cn1nnc(-c2ccc(C)o2)n1)c1cnc2ccccc2c1 (configuration not stated) | -4% | ? | 4% | -1% | 24 | 8% | -13% | -12% | 9% | -1% | 1%

Looked up above:
Giardia killer result of `CC(=O)Nc1ccccc1Sc1ccccc1` = 3
p53 reactivator result of `CCOC(=O)c1csc(NC(=O)CCSc2ccccc2)n1` = 0%

More structures follow:
SMILES | FLuc modulator | PKM2 activator | Rab9 promoter act | Menin MLL FP TR | Giardia killer | ELG1 genotoxic | BRCA1 expr up | VP16 counter | RORg inh | NPC1 promoter act | p53 reactivator
Cc1ccc(NCc2nc3ccccc3n2C)cc1 | 3.4µM* | 4% | 0.63µM* | -23% | -5 | 1.5µM* | 62% | ? | ? | 1.1µM* | .
Cc1cccc(NC(=O)c2cc(NC(=O)C3CCCCC3C(=O)O)ccc2N2CCOCC2)c1 (configuration not stated) | 21µM* | 0% | 23% | . | -10 | 0% | -4% | 24% | 30% | 16% | 11%
Cn1c(=O)[nH]c(=O)c2c1nc(NN)n2CCOc1ccccc1 | ? | . | -2% | -12% | -12 | 0% | -33% | 4% | 1% | -5% | 2%
COC(=O)c1ccc(NS(=O)(=O)N(C)C)cc1 | -2% | -4% | -11% | 14% | 16 | 1% | 26% | -1% | -13% | 0% | 5%
CC(=O)c1ccc(N(C(=O)Cn2nnc(-c3ccccc3)n2)C(C(=O)NC2CCCCC2)c2ccccn2)cc1 (configuration not stated) | 9% | -2% | -13% | -14% | -1 | 0% | -5% | -8% | -22% | -1% | 2%
Cn1cnnc1SCC(C)(C)NS(=O)(=O)c1ccc(Cl)cc1 | 2% | . | 0% | -4% | 0 | 0% | 0% | -6% | 0% | -6% | -5%
COc1cc(/C=C(\C#N)C(=O)Nc2cccc3ncccc23)cc(OC)c1OC | -13% | -1% | -6% | 12% | -12 | 0% | -25% | 1% | 6% | -2% | -2%
COc1ccc(C(=O)NC(=S)Nc2ccccc2F)cc1 | 2.7µM* | -2% | 1.4µM* | ? | 6 | ? | ? | 11µM* | 4.5µM* | 1.8µM* | ?
O=S1(=O)CCN(Cc2ccc(Cl)cc2)CC1 | -5% | 3% | 1% | 1% | -17 | 0% | -12% | -9% | -3% | 8% | 0%

These rows are one share of the data; rates above refer to the full screens.
